CHO-K1 Ca PAM – counter-screen for M1 PAMs: effect in parental CHO-K1 cells; ATP EC20, Fluo-8 calcium fluorescence; 0% at ATP EC20, 100% at ATP max; activation, % at 3 µM; 360,000 tested, 0.02% active; AID 602247;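 active = activation above the run cutoff, the mean activation of all test compounds plus 3 SD, cut at about 40% in these data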;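 note: peak over basal fluorescence ratio in a 140 s read after ATP addition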
M4 PAM – positive allosteric modulators of human muscarinic M4 receptor; activation, % at 3 µM; CHO-K1 hM4/Gqi5, Fluo-8 calcium fluorescence, ACh EC20; 0% = ACh EC20, 100% = maximal ACh; 360,000 tested, 0.4% active; P08173;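 active = activation above its plate's cutoff, the mean activation of sample wells plus 3 SD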; note: some results filed as inactive read as strong as hits
CRFR2-BP ag – agonists of human CRF-binding protein/CRF-R2 receptor complex. HEK293 CRF-R2/CRF-BP, calcium dye fluorescence (FLIPR); percent of saturating CRF peptide response. activation, % at 13.2 µM. 350,000 tested, 0.46% active. AID 588473;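 active = activation of at least 50%, plus an integration ratio under a set limit after plate pattern correction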;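 note: plate controls were neutral control wells without compound for no effect and CRF at EC100 for full effect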
M5 PAM – potentiates acetylcholine response at human M5 receptor; activation, % at 3 µM; AID 624038; P08912; 360,000 tested, 0.3% active; CHO-K1 hM5, Fluo-8 calcium, ACh EC20 PAM; 0% = ACh EC20, 100% = ACh EC100;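 active = activation above the run cutoff, the mean activation of all test compounds plus 3 SD, cut at about 18% in these data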
Target sequence (P08912 whole entry, looked up): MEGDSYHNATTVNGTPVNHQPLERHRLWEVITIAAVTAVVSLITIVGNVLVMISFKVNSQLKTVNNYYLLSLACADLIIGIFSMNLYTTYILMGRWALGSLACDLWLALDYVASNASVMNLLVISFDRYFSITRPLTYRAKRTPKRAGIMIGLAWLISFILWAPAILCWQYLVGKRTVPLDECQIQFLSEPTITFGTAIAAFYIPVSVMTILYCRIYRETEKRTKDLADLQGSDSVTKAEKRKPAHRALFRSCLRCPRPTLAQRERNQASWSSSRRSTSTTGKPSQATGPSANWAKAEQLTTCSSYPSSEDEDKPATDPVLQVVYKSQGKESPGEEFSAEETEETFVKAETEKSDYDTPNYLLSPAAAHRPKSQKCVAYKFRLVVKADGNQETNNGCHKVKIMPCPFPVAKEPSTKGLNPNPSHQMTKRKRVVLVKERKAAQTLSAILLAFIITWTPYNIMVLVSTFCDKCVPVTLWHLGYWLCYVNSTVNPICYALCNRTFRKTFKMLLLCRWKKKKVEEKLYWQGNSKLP
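Assay system: CHO-K1 hM5 cells. Also added: acetylcholine at EC20 concentration, added after compound. Dosing: 3 µM, single dose. Times: compound preincubation 140 s before EC20 acetylcholine addition. Signal: Fluo-8 calcium fluorescence. Measure: % activation relative to EC20 and EC100 ACh responses. Repeats: singlicate, one well per test compound.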
TAAR1 antagonist – antagonists of human TAAR1 | 360,000 tested, 1.5% active | Q96RJ0 | AID 624466 | CHO RD-HGA16 TAAR1, Fluo-8 calcium fluorescence, antagonist | inhibition, % at 3 µM;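 active = inhibition above a per-plate cutoff, the mean inhibition of test compounds on that plate plus 3 SD, cut at about 49% in these data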;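 note: 0% = DMSO plus EC80 beta-PEA response and 100% = DMSO alone without agonist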
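Material: CHO RD-HGA16 cells bearing hTAAR1; compound dosing: one-point dosing, 3 µM nominal final; schedule: dye loading 75 min at 37 °C, then 30 min room temperature; measured by: calcium fluorescence with Fluo-8; control set: vehicle and agonist controls; replication: n of 1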
CRFBP-R2 block – antagonists of CRF-binding protein/CRF-R2 receptor complex; 350,000 tested, 0.59% active; HEK293 CRF-R2/CRF-BP, CRF-induced calcium fluorescence; AID 588475; inhibition, % at 11.8 µM;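 active = inhibition of the ligand-induced calcium signal above about 50% at the single tested concentration, limit read from the data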
TAAR1 ag – human TAAR1 agonism. Q96RJ0. CHO RD-HGA16 TAAR1, Fluo-8 calcium fluorescence; vehicle wells 0%, saturating PEA agonist 100%. activation, % at 3 µM. 360,000 tested, 0.99% active. AID 624467;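 active = activation above the mean activation of all test compounds in the run plus 3 SD, cut at about 38% in these data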
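Test system: RD-HGA16 (CHO) cells co-expressing Gα16 and hTAAR1 | Doses: Single dose, 3 µM | Schedule: 17-24 h seeding, 75 min 37 °C dye, 30 min RT | Evaluation: % activation from peak over basal fluorescence ratio, DMSO-to-PEA scaled | Technique: Kinetic Fluo-8 calcium fluorescence | Benchmarks: Low control DMSO, high control PEA (EC100)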
M5 antag – blocks acetylcholine activation of human M5 receptor; inhibition, % at 3 µM; P08912; CHO-hM5 cells, Fluo-8 calcium fluorescence, ACh EC80; 360,000 tested, 0.59% active;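 active = inhibition above a per-plate cutoff, the mean of that plate's test compounds plus 3 SD, cut at about 27% in these data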;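 note: 0% = acetylcholine EC80 with DMSO and 100% = DMSO without agonist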
CHRM5 agonist – agonists of human muscarinic M5 receptor (CHRM5). 360,000 tested, 0.19% active. CHO-K1 hM5 cells, Fluo-8 calcium fluorescence; 0% DMSO wells, 100% maximal acetylcholine response. P08912. activation, % at 3 µM. AID 624037;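 active = activation above the run's mean over test compounds plus 3 SD, cut at about 23% in these data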;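 note: signal is peak over basal fluorescence ratio across the kinetic read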
Active calls of the source: *.

SMILES	CHO-K1 Ca PAM	M4 PAM	CRFR2-BP ag	M5 PAM	TAAR1 antagonist	CRFBP-R2 block	TAAR1 ag	M5 antag	CHRM5 agonist
CC(SC1=NCCS1)C(=O)Nc1nnc(-c2ccc(F)cc2)s1 (stereo not drawn)	26.3	4.5	2.5	-2.5	13.3	-48.2	2.2	8.0	3.5
CC(=O)Nc1ccc(NC(=O)CSc2nnc(-c3cccnc3)o2)cc1	-12.7	-4.3	0.4	-2.2	-8.7	0.8	0.3	5.2	-1.8
COC(=O)CCC(=O)Nc1ccc(Br)cc1	12.4	5.1	0.3	0.1	-8.2	-1.7	3.9	10.0	-2.2
COc1ccc(-c2cc(C(=O)NC3=NCCS3)c3ccccc3n2)cc1OC	5.1	-13.3	1.1	-16.4	48.5	26.0	19.4	20.8	2.6
C/C(=N/NC(=O)c1nnn(-c2nonc2N)c1CSc1ccc(C)cc1)c1ccncc1	7.9	0.2	-1.1	2.3	3.8	5.1	2.0	-6.5	-0.7
COC(=O)c1sccc1NC(=O)C1CC(C)=C(C)CC1C(=O)O (stereo not drawn)	16.1	6.4	-0.1	9.2	1.3	-0.3	1.8	0.9	3.1
O=C(CC(=O)Nc1ccc(Cl)c(Cl)c1)N/N=C/c1ccc(O)cc1	-3.2	0.1	-1.2	-4.3	-8.0	-2.8	14.6	5.0	0.6
COc1ccc(CCN2C(=O)CC(N3CCN(S(=O)(=O)c4ccccc4)CC3)C2=O)cc1OC (stereo not drawn)	22.9	-0.8	3.3	7.1	15.9	0.5	5.0	-11.1	-3.0
CCN(CC)C(c1ccc(C)cc1)c1nnnn1C1CCCCC1 (stereo not drawn)	15.3	9.8	-2.0	-3.0	10.9	15.9	-1.1	1.0	-6.6
O=C(O)CCCCc1nc2ccccc2s1	-8.9	10.8	1.1	-1.9	4.0	-7.2	6.8	-2.2	4.0
O=C(O)CC/C(=N\NC(=O)CNC(=O)c1cccc(Cl)c1)c1ccccc1	-3.9	5.0	-3.0	5.0	-7.0	11.4	1.9	-0.4	-4.0
CCC(C)(C)NC(=O)C(c1ccc(O)cc1)N(CCOC)C(=O)CCC(=O)Nc1nccs1 (stereo not drawn)	23.2	3.2	0.6	4.2	-6.9	-0.4	0.2	4.4	1.3
COc1ccc(OC)c(-c2nnc3n2N=C(c2ccc(OC)c(OC4CCOC4)c2)CS3)c1 (stereo not drawn)	-2.1	5.8	-4.5	7.9	-16.2	0.9	3.0	7.7	-3.5
CN(CC(=O)Nc1c(Cl)cccc1Cl)C(=O)c1cc(S(=O)(=O)N(C)C)ccc1N1CCCC1	-0.3	-4.5	0.3	2.1	22.0	-2.9	3.2	6.5	-0.8
COc1ccc(-c2nc(SCC(=O)N3CCCC3)n[nH]2)cc1	16.1	3.5	0.1	-0.7	-15.7	-4.8	1.5	12.5	-2.7

12 entries from above, set out differently:
The line under a structure holds: CHO-K1 Ca PAM	M4 PAM	CRFR2-BP ag	M5 PAM	TAAR1 antagonist	CRFBP-R2 block	TAAR1 ag	M5 antag	CHRM5 agonist
- CC(SC1=NCCS1)C(=O)Nc1nnc(-c2ccc(F)cc2)s1 (stereo not drawn)
 : 26.3	4.5	2.5	-2.5	13.3	-48.2	2.2	8.0	3.5
- CC(=O)Nc1ccc(NC(=O)CSc2nnc(-c3cccnc3)o2)cc1
 : -12.7	-4.3	0.4	-2.2	-8.7	0.8	0.3	5.2	-1.8
- COC(=O)CCC(=O)Nc1ccc(Br)cc1
 : 12.4	5.1	0.3	0.1	-8.2	-1.7	3.9	10.0	-2.2
- COc1ccc(-c2cc(C(=O)NC3=NCCS3)c3ccccc3n2)cc1OC
 : 5.1	-13.3	1.1	-16.4	48.5	26.0	19.4	20.8	2.6
- C/C(=N/NC(=O)c1nnn(-c2nonc2N)c1CSc1ccc(C)cc1)c1ccncc1
 : 7.9	0.2	-1.1	2.3	3.8	5.1	2.0	-6.5	-0.7
- COC(=O)c1sccc1NC(=O)C1CC(C)=C(C)CC1C(=O)O (stereo not drawn)
 : 16.1	6.4	-0.1	9.2	1.3	-0.3	1.8	0.9	3.1
- O=C(CC(=O)Nc1ccc(Cl)c(Cl)c1)N/N=C/c1ccc(O)cc1
 : -3.2	0.1	-1.2	-4.3	-8.0	-2.8	14.6	5.0	0.6
- COc1ccc(CCN2C(=O)CC(N3CCN(S(=O)(=O)c4ccccc4)CC3)C2=O)cc1OC (stereo not drawn)
 : 22.9	-0.8	3.3	7.1	15.9	0.5	5.0	-11.1	-3.0
- CCN(CC)C(c1ccc(C)cc1)c1nnnn1C1CCCCC1 (stereo not drawn)
 : 15.3	9.8	-2.0	-3.0	10.9	15.9	-1.1	1.0	-6.6
- O=C(O)CCCCc1nc2ccccc2s1
 : -8.9	10.8	1.1	-1.9	4.0	-7.2	6.8	-2.2	4.0
- O=C(O)CC/C(=N\NC(=O)CNC(=O)c1cccc(Cl)c1)c1ccccc1
 : -3.9	5.0	-3.0	5.0	-7.0	11.4	1.9	-0.4	-4.0
- CCC(C)(C)NC(=O)C(c1ccc(O)cc1)N(CCOC)C(=O)CCC(=O)Nc1nccs1 (stereo not drawn)
 : 23.2	3.2	0.6	4.2	-6.9	-0.4	0.2	4.4	1.3

Going on with the list:
SMILES	CHO-K1 Ca PAM	M4 PAM	CRFR2-BP ag	M5 PAM	TAAR1 antagonist	CRFBP-R2 block	TAAR1 ag	M5 antag	CHRM5 agonist
S=C(Nc1ccc2nsnc2c1)N1CCCCC1	17.5	6.1	12.8	-1.2	9.5	-10.2	5.9	4.1	1.0
CC(C)Cn1c(=S)[nH]c2ccccc2c1=O	-12.8	-0.2	-0.1	-1.6	-12.6	-14.4	10.5	8.5	-6.6
CC(C)c1ccc(C(=O)NCCCNC(=O)c2cnccn2)cc1	3.4	-4.5	-2.3	11.2	-6.3	4.8	-2.6	-3.9	-0.3
COC(=O)c1c(NC(=O)CS(=O)(=O)c2ccccc2)sc(C)c1C	18.3	3.9	4.2	2.8	-40.6	-6.0	-0.4	1.9	-5.0
CCSC1=NCCN1C(=O)c1c(-c2ccccc2Cl)noc1C	11.7	-3.8	-0.9	12.8	7.9	-9.1	-0.2	-2.8	3.2
COc1nccnc1NS(=O)(=O)c1ccc(NC(=O)c2ccc(F)cc2)cc1	22.4	4.9	-0.1	2.4	2.9	-9.2	2.5	11.5	-1.9
O=C(COC(=O)c1ccccn1)c1cccc(Br)c1	2.9	-2.6	-1.3	-0.1	-10.1	-8.6	0.8	-6.5	-1.0
CCOC(=O)c1nn(-c2ccc(OCC)cc2)c(C)c1C(C)=O	15.3	-5.8	0.6	-5.1	14.1	-14.5	1.4	2.1	1.9
Cn1c(=O)n(Cc2ccc(F)cc2)c(=O)c2c1nc1n2CCN1Cc1ccco1	-2.6	0.3	-6.4	0.5	-17.9	1.9	0.2	3.1	4.7

Copied from above for reference:
SMILES	CHO-K1 Ca PAM	M4 PAM	CRFR2-BP ag	M5 PAM	TAAR1 antagonist	CRFBP-R2 block	TAAR1 ag	M5 antag	CHRM5 agonist
CC(SC1=NCCS1)C(=O)Nc1nnc(-c2ccc(F)cc2)s1 (stereo not drawn)	26.3	4.5	2.5	-2.5	13.3	-48.2	2.2	8.0	3.5
CC(=O)Nc1ccc(NC(=O)CSc2nnc(-c3cccnc3)o2)cc1	-12.7	-4.3	0.4	-2.2	-8.7	0.8	0.3	5.2	-1.8

Screening data from PubChem BioAssay.
